Screening results: PubChem BioAssay, National Center for Advancing Translational Sciences (NCATS)
TRHR ag = activates the human TRH receptor; activation, % at 2 µM; 360,000 tested, 0.18% active; P34981; TRHR cells, calcium flux fluo-8, FDSS agonist mode; AID 493084; note: 0% is about no effect
Target sequence (P34981 whole entry, looked up): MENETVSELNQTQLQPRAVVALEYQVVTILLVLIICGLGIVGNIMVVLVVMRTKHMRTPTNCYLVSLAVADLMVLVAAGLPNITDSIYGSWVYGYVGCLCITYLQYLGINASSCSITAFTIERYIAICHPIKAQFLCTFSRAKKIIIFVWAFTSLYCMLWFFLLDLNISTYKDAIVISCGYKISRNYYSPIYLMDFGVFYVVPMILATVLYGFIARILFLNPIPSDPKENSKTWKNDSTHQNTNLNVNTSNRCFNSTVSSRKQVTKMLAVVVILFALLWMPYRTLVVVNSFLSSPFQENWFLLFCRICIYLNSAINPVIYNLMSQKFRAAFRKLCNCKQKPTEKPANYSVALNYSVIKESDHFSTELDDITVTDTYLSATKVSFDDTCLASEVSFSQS
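Steps: seed TRHR cells overnight; add fluo-8 no-wash Ca dye, RT 30 min–1.5 h; record 10 s baseline; pin-transfer compounds; monitor fluorescence 1 cycle/s for the agonist window. Calcium increases flag candidate agonists.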
D2 potentiator = positively modulates the human D2 dopamine receptor allosterically; P14416; AID 485347; HEK293 T-REx D2, calcium flux, EC20 dopamine potentiation; potentiation, % at 10 µM; 340,000 tested, 0.34% active;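 active = potentiation over 3 SD above the plate norm, cut at about 30% in these data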; note: 0% is about no effect
Target sequence (P14416 whole entry, looked up): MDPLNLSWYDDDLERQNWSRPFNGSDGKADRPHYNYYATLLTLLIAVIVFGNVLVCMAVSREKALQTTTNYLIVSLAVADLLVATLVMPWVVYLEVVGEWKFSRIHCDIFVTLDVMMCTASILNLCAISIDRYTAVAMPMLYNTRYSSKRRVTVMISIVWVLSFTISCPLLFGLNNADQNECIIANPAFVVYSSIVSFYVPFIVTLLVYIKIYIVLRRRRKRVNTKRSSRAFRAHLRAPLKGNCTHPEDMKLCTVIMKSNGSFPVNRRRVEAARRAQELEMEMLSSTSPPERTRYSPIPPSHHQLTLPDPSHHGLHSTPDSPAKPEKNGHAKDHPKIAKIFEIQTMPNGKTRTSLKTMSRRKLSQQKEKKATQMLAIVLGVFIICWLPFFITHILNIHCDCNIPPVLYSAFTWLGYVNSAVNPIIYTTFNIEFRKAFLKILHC
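Primary screen. Calcium kinetics in induced HEK293 T-REx D2 cells: compound pre-addition 180 s, EC20 dopamine, 180 s more.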
D1 PAM = human D1 dopamine receptor positive modulation; P21728; HEK293 TREx D1 cells, calcium flux, dopamine EC20 potentiation; potentiation, % at 10 µM; 360,000 tested, 0.036% active; AID 504651; in the data active = potentiation above about 30%; note: 0% is about no effect
TRHR PAM = allosteric enhancers of human TRH receptor; 360,000 tested, 0.66% active; TRHR cells, fluo-8 calcium fluorescence, EC20 TRH enhancement; P34981; enhancement, % at 2 µM; in the data active = enhancement above about 30%; note: 0% is about no effect
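Enhancer read-out: after compound pinning and an initial kinetic agonist-mode read, an EC20 of TRH (10 nM final) was injected and fluo-8 calcium signal (Ex 480/Em 530) followed at 1 s/cycle for 100 cycles in TRHR-expressing cells.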
D2 agonist = activates the human D2 dopamine receptor. activation, % at 2 µM. AID 485358. 340,000 tested, 0.53% active. HEK293 T-REx D2 cells, calcium flux agonist mode;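 active = activation over 3 SD above normal in the single-dose calcium agonist read, cut at about 30% in these data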; note: 0% is about no effect
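HEK293 Trex D2 cells, tetracycline-induced, o/n 30 C 5% CO2; no-wash Ca dye, RT 30–90 min; 10-cycle baseline, 23 nl cpd added, kinetic Ca read 180 s; agonist hits = positive Ca response.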
RXFP1 antag = RXFP1 (human) relaxin receptor antagonism | HEK293-RXFP1, relaxin-stimulated cAMP HTRF, 30 min; hits give low values | activity change, negative = inhibition, % at 57.5 µM | Q9HBX9 | AID 1259400 | 350,000 tested, 0.59% active;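 active = activity change of -60% or lower, but not beyond a set lower limit; inconclusive = change between -60% and -40%, or beyond the set limit; inactive = change above -40%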; note: % is set by controls: 0 for no effect and ±100 for the full control effect
D1 ag = activates the human D1 dopamine receptor; HEK293 T-REx D1 cells, calcium flux, agonist mode; activation, % at 2 µM; 360,000 tested, 1% active; AID 504660; note: 0% is about no effect
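Agonism was scored from calcium flux recorded over 180 s (1 read/s) after pintool compound addition, following a 10-cycle baseline. Cells were inducible force-coupled HEK293 TREx D1, plated overnight at 30 C and loaded with no-wash calcium dye.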
D1 antagonist = human D1 dopamine receptor antagonism. P21728. HEK293 TREx D1 cells, calcium flux, dopamine EC80; hits give low values. activity change, negative = inhibition, % at 10 µM. 360,000 tested, 3.2% active; in the data active = activity change below about -30%; note: % is set by controls: 0 for no effect and ±100 for the full control effect
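Cells carrying a force-coupled, tetracycline-inducible human D1 receptor report calcium flux. Each well gets a 10 s baseline, compound with 180 s monitoring, then an EC80 dopamine stimulus with a second 180 s kinetic read.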
D2 antag = D2 dopamine receptor (human) antagonism; inhibition, % at 10 µM; 340,000 tested, 2% active; HEK293 TREx D2 cells, calcium flux, dopamine EC80; P14416; AID 485344; in the data active = inhibition above about 30%; note: 0% is about no effect
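Calcium mobilization kinetics were recorded at 1 s intervals in tetracycline-induced HEK293 T-REx D2 cells, first for 180 s after compound addition and then 180 s after EC80 dopamine.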
Numbers without * were called inactive; ? = inconclusive; / = not tested or not shown. Cut-off read from the data, not from the text of the source, unless noted: active = activation above about 30%; inactive = the rest. Hits appear at their usual frequency; overall some 7.1% were active at least once.

SMILES	TRHR ag	D2 potentiator	D1 PAM	TRHR PAM	D2 agonist	RXFP1 antag	D1 ag	D1 antagonist	D2 antag
COc1cccc(OC)c1OCc1cc(C2C3CCCC=C3C(C#N)=C(N)C2(C#N)C#N)c(C)cc1C (stereo not drawn)	-0.2	0	0	3	0.5	-1	5	5	22
CN(C)C=Nc1nonc1-c1ccccc1	0.2	-7	-2	-1	0.1	4	2	5	-11
COc1ccc(N2CCN(C(=O)c3ccc(C)cc3Cl)CC2)cc1	-0.3	-13	-10	-5	0.2	-15	0	9	-11
COCCCC1CCN(C(=O)C2CCC(=O)N(CCc3ccccc3)C2)CC1 (stereo not drawn)	0.5	-2	-3	-4	-0.5	-4	0	-29	7
CCOC(=O)C1=C(C)N(CC(C)C)C(=O)/C1=C\c1ccc(OCC(=O)Nc2ccccc2)cc1	0.0	11	-10	-5	0.4	-4	1	-7	3
COc1c(C(CC(C)C)OC(C)=O)ccc2c1C(=O)OCc1cc(C)cc(O)c1O2 (stereo not drawn)	-0.5	-10	-8	12	-1.1	/	1	7	-16
Cn1c(=O)cc(SCC(=O)NCc2ccco2)c2ccccc21	-0.4	6	-1	4	-0.3	-10	-1	-7	10
CC(C)CC(=O)Nc1ccc(C(=O)COC(=O)CN2C(=O)NC3(CCCCC3C)C2=O)cc1 (stereo not drawn)	0.0	4	-2	0	0.0	-10	3	-8	-7
CCOc1ccc(Cl)cc1/C=N/NC(N)=O	0.4	-5	-1	2	-2.6	-3	3	9	-9
CCC(C)Sc1nnc(NC(=O)C2CCN(C(=O)c3ccco3)CC2)s1 (stereo not drawn)	0.2	-12	0	-8	-0.5	0	18	14	-16
Cc1ccc2c(c1)C(c1ccccc1)N(C(=O)c1ccccc1F)CC(=O)N2 (stereo not drawn)	0.4	12	0	-3	0.0	-19	7	-27	/
CS(=O)(=O)n1nc(-c2ccco2)nc1N	0.3	1	0	0	0.0	-4	4	-1	-13
O=C(COC(=O)C12CC3CC(CC(O)(C3)C1)C2)N1CCN(S(=O)(=O)c2ccc(Cl)cc2)CC1	0.2	0	-3	-8	1.5	-2	-1	-19	-1
Cc1cc2ccccc2n1CCNC(=O)c1cccc(Cl)c1	-0.9	7	-4	0	-0.1	/	-1	-7	/
CCN1C(=O)CSC1=Nc1cccc(C(=O)O)c1	0.3	2	-2	-6	-0.2	-23	0	-15	-3
CCN1CCN(C(=O)c2cc3cc(Cl)ccc3[nH]2)CC1	0.2	6	-3	-5	-0.7	14	6	-13	-8
CCCCN(CC)C(=O)CSc1cc(=O)n(C)c2ccccc12	-0.9	1	-1	-1	-0.5	20	1	5	-2
O=C(Nc1cccc(F)c1)N1CC=C(c2ccc(Cl)cc2)CC1	-1.4	5	-3	8	0.6	-2	17	-22	-7
CN(C)N1C(N)=C(C#N)C(c2ccsc2)C2=C1CCCC2=O (stereo not drawn)	-0.3	-3	1	-6	1.2	0	0	-1	1
OCC#Cc1cnc2ccccc2c1	0.6	5	0	1	0.3	-9	2	-4	-19
O=C(c1ccco1)N1CCN(C(=O)c2cc(=O)[nH]c3ccccc23)CC1	1.0	2	2	4	1.3	-8	3	0	-7
CC1CCCCN1c1c(S(=O)(=O)c2ccc(Cl)cc2)cnc2ccccc12 (stereo not drawn)	-0.2	6	-7	-1	-0.7	-28	3	4	/
COc1ccc(-c2nc3cnccn3c2Nc2ccc(C)cc2)cc1	-0.1	6	-6	1	-1.7	-5	-3	-20	-24
O=S1(=O)CC(NCc2ccccc2)C(Nc2ccc(Cl)cc2)C1 (stereo not drawn)	0.6	-17	1	15	1.1	-11	3	-5	0
CCn1c(C)c(P(c2ccccc2)c2ccccc2)[n+]2ccccc12	0.4	4	-3	-1	-1.2	-15	2	-6	2
Additional compounds follow.
SMILES	TRHR ag	D2 potentiator	D1 PAM	TRHR PAM	D2 agonist	RXFP1 antag	D1 ag	D1 antagonist	D2 antag
O=C(O)CC1(CC(=O)Nc2ccc(C(F)(F)F)cc2)CCCC1	-0.2	-2	4	-5	-0.2	13	5	-5	-17
O=C(Nc1ccc2ccccc2c1)/C(=C/c1cccc(Br)c1)NC(=O)c1ccco1	0.4	0	-5	2	/	-20	7	-13	/
CCCCCn1c(SCCN2CCOCC2)nc2c1c(=O)[nH]c(=O)n2C	-0.3	11	-3	-4	-0.3	7	0	4	-1
COc1ccc2c(=O)c3c(=O)n(-c4ccccc4)c(-c4ccc(C)cc4)nc3oc2c1	-2.5	-2	-3	3	-0.7	-6	8	4	3
O=C(Nn1cnnc1)c1ccc(Cl)cc1[N+](=O)[O-]	0.4	6	9	-6	-0.3	-4	0	3	-8
CCCN(CC(=O)Nc1ccccc1OC)C(=O)CCC(=O)c1ccc(Cl)s1	0.1	4	/	0	0.7	14	0	2	-21
O=c1cc(-c2ccccc2)n(S(=O)(=O)c2ccccc2)o1	-0.1	8	-11	-2	0.1	3	3	6	3
Oc1ccc(Cl)cc1C1C=C(c2ccc3c(c2)OCO3)NC(c2ccc(F)c(Br)c2)N1 (stereo not drawn)	2.7	/	2	-2	/	/	16	-22	/
CN(C)NC(=O)c1ccsc1NC(=O)c1ccc(S(=O)(=O)N(C)C)cc1	-0.9	4	-2	1	0.1	7	-1	-1	-6
Cc1cccc(C(=O)NCC(=O)OCC(=O)c2ccc(Cl)s2)c1	-0.9	2	-4	1	0.2	4	2	2	-4
COC(Cn1c2c(c3cc(C)ccc31)CCCC2NCc1ccccc1)OC (stereo not drawn)	-0.8	-16	7	4	/	?	0	1	4
Cc1ccc(S(=O)(=O)Nc2c(C)ccc3nsnc23)cc1	-1.4	1	-4	-3	-1.0	0	2	-12	-4
CCn1c(=O)cc(SCC(=O)Nc2cc(OC)c(OC)c(OC)c2)c2ccccc21	0.6	-6	-2	2	-0.1	-5	-1	14	6
CC(NC(=O)c1ccc(S(=O)(=O)N(C)C)cc1)c1ccc(-n2ccnc2)cc1 (stereo not drawn)	0.4	-5	0	0	0.8	-28	2	-20	-4
Oc1ccccc1/C=N/N1CCCCC1	0.3	7	-2	-2	3.7	-2	0	2	11
O=C(COC(=O)CCc1ccccc1)Nc1cc(S(=O)(=O)N2CCOCC2)ccc1N1CCCC1	0.7	-1	2	-11	-0.9	-14	0	12	11
Cc1ccc(/C=C2\OC(=O)c3ccccc32)cc1	-0.7	21	0	7	-0.1	0	0	28	3
CSc1nc(N)nc(C2CC2)n1	1.5	5	2	1	0.2	-13	4	10	-24
COc1ccc(-n2cccc2C=O)cc1	-0.1	-4	-2	-7	0.9	3	3	2	8
COc1ccc(CNC(=O)C(c2ccncc2)N(C(=O)Cc2cccs2)c2ccccc2)cc1 (stereo not drawn)	-0.9	3	2	-16	-1.0	-17	5	0	-1
Nc1nc(NCc2ccccc2Cl)n(-c2ccccc2)n1	-0.2	8	-7	5	0.0	2	-2	-14	-13
CCOC(=O)C1CCN(C(=O)CSCc2nc(-c3ccc(OCC)cc3)oc2C)CC1	-1.2	2	-5	15	-0.6	-10	6	-27	-25
CCc1noc(C)c1C(=O)NCCc1ccc(F)cc1	0.2	8	-4	14	0.8	-12	2	1	-15
COC(=O)c1cc(NC(=O)c2cccnc2)cc(C(=O)OC)c1	0.9	1	1	10	15	-2	5	-1	2
Cn1c(N)c(C(=O)COC(=O)CC(NC(=O)c2ccccc2Cl)c2ccccc2)c(=O)n(C)c1=O (stereo not drawn)	-1.6	5	9	0	0.9	6	4	15	13

One compound at a time, from the list above:
O=C(Nn1cnnc1)c1ccc(Cl)cc1[N+](=O)[O-] is entered as TRHR ag = 0.4; D2 potentiator = 6; D1 PAM = 9; TRHR PAM = -6; D2 agonist = -0.3; RXFP1 antag = -4; D1 ag = 0; D1 antagonist = 3; D2 antag = -8
O=C(Nc1ccc2ccccc2c1)/C(=C/c1cccc(Br)c1)NC(=O)c1ccco1 is entered as TRHR ag = 0.4; D2 potentiator = 0; D1 PAM = -5; TRHR PAM = 2; D2 agonist = /; RXFP1 antag = -20; D1 ag = 7; D1 antagonist = -13; D2 antag = /

12 of the compounds above, with two lines to a compound.
Sequence of screens: TRHR ag | D2 potentiator | D1 PAM | TRHR PAM | D2 agonist | RXFP1 antag | D1 ag | D1 antagonist | D2 antag
> O=C(O)CC1(CC(=O)Nc2ccc(C(F)(F)F)cc2)CCCC1
 : -0.2 | -2 | 4 | -5 | -0.2 | 13 | 5 | -5 | -17
> O=C(Nc1ccc2ccccc2c1)/C(=C/c1cccc(Br)c1)NC(=O)c1ccco1
 : 0.4 | 0 | -5 | 2 | / | -20 | 7 | -13 | /
> CCCCCn1c(SCCN2CCOCC2)nc2c1c(=O)[nH]c(=O)n2C
 : -0.3 | 11 | -3 | -4 | -0.3 | 7 | 0 | 4 | -1
> COc1ccc2c(=O)c3c(=O)n(-c4ccccc4)c(-c4ccc(C)cc4)nc3oc2c1
 : -2.5 | -2 | -3 | 3 | -0.7 | -6 | 8 | 4 | 3
> O=C(Nn1cnnc1)c1ccc(Cl)cc1[N+](=O)[O-]
 : 0.4 | 6 | 9 | -6 | -0.3 | -4 | 0 | 3 | -8
> CCCN(CC(=O)Nc1ccccc1OC)C(=O)CCC(=O)c1ccc(Cl)s1
 : 0.1 | 4 | / | 0 | 0.7 | 14 | 0 | 2 | -21
> O=c1cc(-c2ccccc2)n(S(=O)(=O)c2ccccc2)o1
 : -0.1 | 8 | -11 | -2 | 0.1 | 3 | 3 | 6 | 3
> Oc1ccc(Cl)cc1C1C=C(c2ccc3c(c2)OCO3)NC(c2ccc(F)c(Br)c2)N1 (stereo not drawn)
 : 2.7 | / | 2 | -2 | / | / | 16 | -22 | /
> CN(C)NC(=O)c1ccsc1NC(=O)c1ccc(S(=O)(=O)N(C)C)cc1
 : -0.9 | 4 | -2 | 1 | 0.1 | 7 | -1 | -1 | -6
> Cc1cccc(C(=O)NCC(=O)OCC(=O)c2ccc(Cl)s2)c1
 : -0.9 | 2 | -4 | 1 | 0.2 | 4 | 2 | 2 | -4
> COC(Cn1c2c(c3cc(C)ccc31)CCCC2NCc1ccccc1)OC (stereo not drawn)
 : -0.8 | -16 | 7 | 4 | / | ? | 0 | 1 | 4
> Cc1ccc(S(=O)(=O)Nc2c(C)ccc3nsnc23)cc1
 : -1.4 | 1 | -4 | -3 | -1.0 | 0 | 2 | -12 | -4

Further structures:
SMILES	TRHR ag	D2 potentiator	D1 PAM	TRHR PAM	D2 agonist	RXFP1 antag	D1 ag	D1 antagonist	D2 antag
CCC1CCCCN1C(=O)CCCc1ccccc1 (stereo not drawn)	0.0	16	-1	7	-1.3	6	2	-1	-10
COc1ccc(/C=C(\C#N)c2nc(-c3cc(Cl)ccc3OC)cs2)cc1	-0.9	-17	-2	1	-0.3	-2	8	19	/
CCN1CCC(NC(=O)Nc2ccc(F)cc2)CC1	-0.1	-5	8	13	0.8	-1	0	-9	-20
COc1ccc(OC)c(NC(=S)N(CCc2c(C)[nH]c3ccc(C)cc23)Cc2cccs2)c1	0.1	-8	-8	-10	0.9	/	-1	14	15
O=C(NCc1ccncc1)C(=O)NCC(c1ccccc1)c1ccccc1	-1.1	2	-1	-1	0.5	/	0	15	-1
CC1(NC(=O)c2cccc(S(=O)(=O)N3CCN(c4ccc(F)cc4)CC3)c2)CCS(=O)(=O)C1 (stereo not drawn)	-0.8	/	4	7	/	-5	-1	8	/
